# STAT1 blocker = STAT1 signaling inhibition; NIH 3T3 STAT1-luciferase reporter, IFN-gamma, luminescence; inhibition, % at 5.5 µM; 200,000 tested, 0.35% active; AID 920;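 active = inhibition above a set limit, the mean inhibition across all tested compounds plus 3 SD, cut at about 34% in these data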;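 also: 0% = IFN-gamma with DMSO and 100% = IFN-gamma with 300 µM nifuroxazide; values of inactives mirror those of a sister screen read the other way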
# STAT3 activator = STAT3 signaling activation | U3A cells, IL-6 STAT3-luciferase reporter, luminescence; 100% = signal with IL-6 EC80 alone | activation (% of control), % at 5.6 µM | 190,000 tested, 0.91% active | AID 871;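 active = activation above the screen-wide mean of compound activation plus 3 SD, cut at about 130% in these data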;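 also: 0% = background luminescence of wells with medium and substrate only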
#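 Test system: human U3A cells carrying STAT3-luciferase construct; control set: IL-6-only wells as 100% reference; timing: compound pre-incubation 1 h before IL-6, then 6 h stimulation at 37 °C; also added: IL-6 stimulus at 33 ng/mL final; evaluation: % activation versus median of IL-6-stimulated wells; detection: reporter luminescence signal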
# NF-kB neuron act = NF-kB expression increase, human neuronal cells. NF-kB reporter expression; stronger effect = higher value. fold change at 12.5 µM. 190,000 tested, 1.6% active; in the data active = fold change above about 3.3
# RAM network inh = yeast RAM network inhibition. 190,000 tested, 1.8% active. S. cerevisiae dse1pr::URA3 reporter, 5-FOA growth OD615, 2 d; analog-sensitive cbk1-as2 kinase mutant strain. inhibition, % at 50 µM. AID 868;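 active = inhibition above a set limit, 3 SD over mean compound inhibition, cut at about 8.4% in these data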;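 also: 0% = DMSO-only wells with no growth and 100% = 10 µM 1-NA-PP1 full growth; inhibition rescues growth on 5-FOA so higher OD means more RAM inhibition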
# STAT1 activator = STAT1 signaling activation. NIH 3T3 STAT1-luciferase reporter, IFN-gamma, luminescence; 100% = IFN-gamma alone, no compound. activation (% of control), % at 5.5 µM. 200,000 tested, 2.6% active;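 active = activation above the screen-wide mean activation plus 3 SD, cut at about 130% in these data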;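 also: raw ratio to IFN-gamma control signal so 100% means no change and 0% no light; values of inactives mirror those of a sister screen read the other way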
# APP 5'UTR act = APP 5'UTR luciferase reporter activation; SH-SY5Y APP 5'UTR luciferase reporter, luminescence; zero percent = DMSO vehicle wells; activation, % at 2 µM; 190,000 tested, 1% active;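 active = activation above a set limit, based on mean plus 3 SD of controls, cut at about 140% in these data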; also: values of inactives mirror those of a sister screen read the other way
# FLuc inhib CS = counter-screen for luciferase assay inhibitors: firefly luciferase inhibition; P08659; ATPLite firefly luciferase biochemical luminescence, 10 min; inhibition, % at 10 µM; 200,000 tested, 1.5% active; AID 1006;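 active = inhibition above about 50% when tested at 10 µM, limit read from the data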
# Target sequence (P08659 whole entry, looked up): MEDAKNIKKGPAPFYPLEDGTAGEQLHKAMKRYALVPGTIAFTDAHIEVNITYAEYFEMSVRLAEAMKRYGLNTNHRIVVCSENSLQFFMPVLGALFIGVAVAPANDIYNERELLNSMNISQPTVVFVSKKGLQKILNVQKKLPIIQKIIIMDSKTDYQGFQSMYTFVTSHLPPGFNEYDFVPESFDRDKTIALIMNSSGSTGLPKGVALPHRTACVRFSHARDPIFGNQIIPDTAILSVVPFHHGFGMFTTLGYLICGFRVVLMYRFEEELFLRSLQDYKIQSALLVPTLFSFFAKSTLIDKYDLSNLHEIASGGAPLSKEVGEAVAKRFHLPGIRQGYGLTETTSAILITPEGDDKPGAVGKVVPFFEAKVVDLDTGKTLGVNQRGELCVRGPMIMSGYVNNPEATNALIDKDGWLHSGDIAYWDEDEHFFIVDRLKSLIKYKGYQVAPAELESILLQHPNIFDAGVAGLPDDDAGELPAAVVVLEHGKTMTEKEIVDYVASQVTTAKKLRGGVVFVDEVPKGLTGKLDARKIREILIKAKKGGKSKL
# STAT3 blocker = inhibitors of IL-6 induced STAT3 signaling; 190,000 tested, 0.89% active; U3A cells, IL-6 STAT3-luciferase reporter, luminescence; host cell line lacks STAT1; AID 862; inhibition, % at 5.5 µM;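 active = inhibition above the mean inhibition across all screened compounds plus 3 SD, cut at about 44% in these data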;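 also: 0% = DMSO only wells and 100% = 100 µM nifuroxazide control wells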
# Hsp70 act = switches on Hsp70 transcription | activation, % at 10 µM | HeLa Hsp70 promoter luciferase reporter, luminescence; scaled: vehicle 0, proteasome-inhibitor control 100% | 200,000 tested, 0.04% active | AID 1203;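 active = activation above the mean across all tested compounds plus 3 SD, cutoff set per campaign, cut at about 5.5% in these data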;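 also: 100% = MG132 at 30 µM as the positive control and 0% = DMSO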
# APP transl inh = APP translation inhibition. SH-SY5Y APP 5'UTR-luciferase reporter, luminescence. inhibition, % at 2 µM. 190,000 tested, 0.82% active. AID 1285;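 active = inhibition above a set limit, derived from the sample mean plus 3 SD, cut at about 45% in these data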; also: values of inactives mirror those of a sister screen read the other way
# Numbers without * were called inactive; . = no result given. Hits appear at their usual frequency; 7.7% or so of the library scored in one or more.
SMILES,STAT1 blocker,STAT3 activator,NF-kB neuron act,RAM network inh,STAT1 activator,APP 5'UTR act,FLuc inhib CS,STAT3 blocker,Hsp70 act,APP transl inh
S=C(NCCc1ccccc1)Nc1ccc(Cl)cc1Cl,2,85,1.3,0.1,98,22,-3,24,-0.3,-22
Cc1nonc1CC(=O)N1CCCC(C(=O)c2cccc(C(F)(F)F)c2)C1 (configuration not stated),-1,86,1,1.0,99,3,-5,21,0.5,-3
CCOC(=O)C1CCN(C(=O)c2ccc(Cl)c(NC3=NC4CS(=O)(=O)CC4S3)c2)CC1 (configuration not stated),1,103,1.2,0.3,99,7,-13,-3,-0.1,-7
COc1ccc(Cc2noc(CN3CCNC(=O)CC3)n2)cc1OC,6,103,.,1.8,93,-3,-8,2,-0.3,3
COc1ccc(CNC(=O)CSCc2cnn(-c3ccccc3)c2-n2cccc2)cc1,7,101,1,-0.1,93,7,-8,-4,0.0,-7
CC(=O)c1cccc(NC(=O)CCS(=O)(=O)c2ccc(Br)s2)c1,2,100,1.2,3.8,99,7,-1,8,-0.3,-7
CCNC(=O)/C=C1\NC(C)(C)Cc2c1ccc1ccccc21,13,102,1.1,0.4,95,17,-8,-1,-0.5,-17
CCNC(=O)OCC(CC)NC(=O)OCC(C)C (configuration not stated),2,104,1,0.0,98,9,-3,-3,-0.2,-9
COc1cc(C2C3=C(CCCC3=O)Nc3[nH]n(-c4ccccc4)c(=O)c32)ccc1O (configuration not stated),1,103,1.2,3.6,99,5,-6,1,-0.2,-5
Cc1ccc(C(=O)NNC(=O)CSc2nnc(-c3ccncc3)n2C)cc1,3,106,1.1,0.1,98,10,-2,5,-0.2,-10
CC1CCCN(CC(=O)Nc2cccc([N+](=O)[O-])c2)C1 (configuration not stated),1,97,1.1,1.4,99,38,-4,6,-0.4,-38
COc1ccc(Cl)c(N2CCN(CCCNC(=O)Nc3ccc(C)cc3)CC2)c1,0,87,0.95,1.3,100,9,-1,18,-0.7,-9
O=C(CCCn1nnc(-c2cccnc2)n1)c1ccc(F)cc1,0,97,1.1,0.7,100,-6,-3,9,-0.4,6
COC(=O)/C(C(C)=O)=C(\C=C\N(C)C)N(C)C,10,103,1,-0.9,91,14,-6,2,-0.5,-14
O=C(NCCCc1ccccc1)Nc1cccc(Cl)c1,-2,96,1.4,0.7,102,4,-3,10,-0.1,-4
CCn1c(SCC(=O)N2CCCC2)nc2ccccc21,1,93,0.99,1.1,99,-15,-5,12,0.3,16
O=C(NCc1ccccc1)c1ccc(CS(=O)(=O)Cc2ccccc2F)o1,2,95,1.1,-0.6,97,-21,6,8,0.0,21
CCOC(=O)c1c(NC(=O)C2c3ccccc3Oc3ccccc32)sc(C(N)=O)c1C,-7,105,1.2,2.9,107,7,-7,-8,0.2,-7
CCOC(=O)C1=C(C)NC(=O)C(C(N)=O)C12CCCC2 (configuration not stated),4,102,0.91,-0.1,89,.,-4,-2,-0.3,.
C=CCn1c(N)c(C(=O)OCCC)c2nc3ccccc3nc21,6,96,0.93,0.7,94,7,-11,11,0.1,-7
Cc1cccc(NC(=S)NCCc2ccccc2)n1,2,92,.,3.7,99,-2,-4,15,-0.1,2
NC(=O)Cc1ccc(C(=O)c2ccccc2F)s1,-1,98,1.3,1.1,101,13,-4,7,-0.1,-13
COc1cc(/C=C(/C#N)c2nc3ccccc3[nH]2)ccc1Oc1ncccc1[N+](=O)[O-],-7,86,0.99,2.2,107,24,0,19,0.3,-24
CCOC(=O)N1CCN(C(=O)C2CCN(S(=O)(=O)c3ccccc3)CC2)CC1,0,102,1.5,1.0,98,-12,2,-1,-0.5,12
Cc1ccc(NC(=O)CN(C)C(=O)CCOc2cccc(C)c2)cc1,-7,97,0.99,0.0,106,-18,-2,6,0.5,18
CC1CCC(N2CCNCC2)CC1 (configuration not stated),-11,98,1.1,1.4,108,25,-3,5,-0.5,-25
c1csc(C(c2nnnn2C2CCCCC2)N2CCCC3(CCCCC3)C2)c1 (configuration not stated),-4,107,1.1,3.3,104,-11,-2,-5,-0.5,11
COC(=O)c1ccccc1NC(=O)c1ccc(COc2cccc3ccccc23)o1,3,107,0.93,6.0,97,.,0,-8,-0.1,.
CCCC(C(=O)NC1CCCC1)N(CC1CCCO1)C(=O)c1snc(C(N)=O)c1N (configuration not stated),1,102,1.1,-0.1,99,11,-6,2,-0.3,-11
CCOC(=O)/C=c1\sc2n(c1=O)CCN=2,6,100,1,0.1,95,0,-3,7,-0.2,0
Cc1cccc(N=C2NC(=O)c3cc([N+](=O)[O-])ccc32)c1,-4,100,1,1.4,103,-9,-3,2,0.3,9
CC(C)NC(=O)CCNC(=O)c1ccc(F)cc1,5,101,1.6,-0.6,95,7,.,2,-0.2,-7
Nc1ccc2nn(-c3cccc4ccccc34)nc2c1,6,91,1.1,0.0,94,-10,1,19,-0.1,10
COc1ccc(S(=O)(=O)N2CCC(C(=O)Nc3cccc(C(C)=O)c3)CC2)cc1,-1,103,1,1.2,101,4,-4,0,-0.1,-4
CCOC(=O)c1[nH]c(C)c(C(=O)NCCN2CCOCC2)c1C,-1,101,1.1,-0.6,101,.,-6,8,0.2,.
COC(=O)c1ccc(C(=O)OC)c(NC(=O)c2cnc3n(c2=O)CCS3)c1,-9,108,1.3,4.2,108,13,-4,-5,-0.1,-13
Cc1ccccc1NC(=O)OCc1cccnc1Oc1ccc(Cl)cc1,4,100,1.2,2.6,96,28,-1,2,-0.1,-28
COc1ccc(NC(=O)C2C3CCC(C3)C2C(=O)O)cc1OC (configuration not stated),5,99,0.92,2.3,96,30,-5,3,-0.6,-30
CCOc1ccccc1NC(=O)C1CCC(CNc2c(N3CCOCC3)c(=O)c2=O)CC1 (configuration not stated),5,97,1.1,4.1,96,2,1,3,-0.4,-2
Cc1ccc(-c2nc3ccccc3s2)cc1S(=O)(=O)N1CCCC1,-12,85,2.4,4.2,111,13,-2,23,-0.2,-13

# As a short view, some entries already given:
SMILES,STAT1 blocker,STAT3 activator,NF-kB neuron act,RAM network inh,STAT1 activator,APP 5'UTR act,FLuc inhib CS,STAT3 blocker,Hsp70 act,APP transl inh
CCOc1ccccc1NC(=O)C1CCC(CNc2c(N3CCOCC3)c(=O)c2=O)CC1 (configuration not stated),5,97,1.1,4.1,96,2,1,3,-0.4,-2
Cc1ccc(-c2nc3ccccc3s2)cc1S(=O)(=O)N1CCCC1,-12,85,2.4,4.2,111,13,-2,23,-0.2,-13

# Next section.
SMILES,STAT1 blocker,STAT3 activator,NF-kB neuron act,RAM network inh,STAT1 activator,APP 5'UTR act,FLuc inhib CS,STAT3 blocker,Hsp70 act,APP transl inh
COc1ccc(C2Nc3ccccc3C(=O)N2NC(C)=O)cc1OC (configuration not stated),4,95,1,0.5,95,-6,-2,9,-0.2,6
COc1cc(-c2noc(CCCC(=O)NCc3ccco3)n2)cc(OC)c1OC,5,108,1,0.7,98,2,-10,-6,-0.2,-2
COc1cccc(C(=O)Nc2nc(-c3ccc4c(c3)OCO4)cs2)c1,0,94,0.99,4.4,100,0,-7,15,-0.1,0
O=C1CNC(=S)N1c1nc(-c2ccccc2)cs1,-60,103,1.7,6.9,154*,56,12,-1,0.0,-56
Cn1c(=O)[nH]c(=O)c2c1nc(Sc1nc3ccccc3s1)n2Cc1ccccc1,12,112,0.84,5.0,89,-11,-8,-9,-0.2,11
CCC(C)NC(=O)CNC(=S)N(Cc1ccccc1F)C1CCCCC1 (configuration not stated),-2,117,1.1,1.6,101,8,-4,-13,-0.1,-8
Cc1cccc(OCCNC(=O)CSc2ccc(C(F)(F)F)cc2[N+](=O)[O-])c1,-3,104,0.93,3.1,102,-9,-5,-1,-0.3,9
CCSc1cc(C)nc2c(-c3ccccc3)c(C)nn12,-8,92,1.6,0.4,107,-4,3,11,0.0,4
COc1cccc(CN2CCNC(=O)C2CC(=O)NCCn2cccn2)c1OC (configuration not stated),0,99,1.2,-0.3,100,-11,-6,7,-0.1,11
Cc1c(NC(=O)c2ccccc2N)cccc1C(=O)O,-17,92,1.5,-0.9,115,62,-3,12,0.2,-62
COc1cccc(Nc2n[nH]c(=S)s2)c1,2,97,1.2,-0.9,98,14,12,3,-0.3,-14
Cc1nc([N+](=O)[O-])c(C(=O)OCc2ccccc2)n1C,-2,82,1.3,0.9,101,-4,-3,24,0.2,4
COCC(=O)Nc1cc([N+](=O)[O-])ccc1C,2,103,0.98,-0.7,98,-1,-3,8,0.1,0
CN(C)/C=C/C(=O)c1cccc(Cl)c1,-12,106,1.4,1.6,111,4,-3,3,-0.5,-4
CC1CC(C)CN(C(=O)COC(=O)c2cccc([N+](=O)[O-])c2)C1 (configuration not stated),-7,98,1.1,0.4,105,-26,-4,4,-0.3,26
COC(OC)c1ccnc(-c2ccc(OC(=O)c3ccccc3)cc2)n1,-18,93,1,5.5,115,-12,3,15,-0.1,12
O=C(CN1C(=O)c2ccccc2C1=O)NCC1COc2ccccc2O1 (configuration not stated),-2,100,1.3,4.0,97,14,-9,3,-0.1,-14
N#Cc1c2n(c3c(=O)n(Cc4ccccc4Cl)cnc13)CCCCC2,5,106,0.76,-0.6,96,-4,-8,-1,-0.5,4
COC(=O)C1=CN(CC2CCCO2)C=C(C(=O)OC)C1c1ccccc1C(F)(F)F (configuration not stated),8,99,1,1.0,93,4,0,5,-0.1,-4
CCOC(=O)C1=NN(C(=O)Cc2ccccc2)C(O)(C(C)(C)C)C1 (configuration not stated),1,108,1.1,0.5,97,-1,-3,-4,-0.3,1
COc1ccc(OC)c(Nc2nnc(C)c(=O)[nH]2)c1,-7,106,1.2,0.0,105,28,2,-3,-0.2,-28
COc1ccc(CC(=O)N2CCc3ccccc32)cc1,-27,113,1.9,0.5,120,45,8,-14,0.5,-45
O=C(CSc1nnnn1C1CCCC1)Nc1ccc(F)cc1,3,98,1,0.6,97,-8,-10,6,-0.1,8
O=C(Nc1ccon1)c1cc2c(s1)CCCC2,-36,85,5.6*,0.3,133*,164*,70*,23,-0.2,-164
COc1ccc(C2NC(=O)c3n[nH]c(C)c32)c(OC)c1 (configuration not stated),-4,97,1.3,0.9,103,-14,-8,9,-0.2,14
Cc1cnc(NC(=O)CSc2nnc(N)s2)s1,-9,99,1.1,0.5,106,9,-2,4,-0.5,-9
COc1ccc(-c2nc3n(n2)C(c2cccnc2)C(C(N)=O)=C(C)N3)cc1 (configuration not stated),-2,92,1,1.1,102,-9,.,14,-0.5,9

# Some values from the entries so far:
# FLuc inhib CS result of O=C(CSc1nnnn1C1CCCC1)Nc1ccc(F)cc1 : -10
# NF-kB neuron act result of COc1ccc(CC(=O)N2CCc3ccccc32)cc1 : 1.9
# Hsp70 act result of Cc1cnc(NC(=O)CSc2nnc(N)s2)s1 : -0.5
# RAM network inh result of O=C(Nc1ccon1)c1cc2c(s1)CCCC2 : 0.3
# STAT1 activator result of COc1ccc(-c2nc3n(n2)C(c2cccnc2)C(C(N)=O)=C(C)N3)cc1 (configuration not stated) : 102
# FLuc inhib CS result of COc1ccc(C2NC(=O)c3n[nH]c(C)c32)c(OC)c1 (configuration not stated) : -8

# Compound activity deposited in PubChem BioAssay by several laboratories.
